Screens as filed in PubChem BioAssay.
GLD-1 TGE inh: GLD-1-TGE RNA interaction inhibition (C. elegans); Q17339; purified GLD-1 + fluorescein TGE RNA, fluorescence polarization; inhibition, % at 5.96 µM; actives 0.44% (n = 320,000); AID 2280;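 active = percent inhibition above a per-plate cutoff, the plate mean of test compounds plus 3 SD, cut at about 30% in these data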;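 note: 0% = DMSO wells with GLD-1 and probe and 100% = wells lacking GLD-1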
Target sequence (Q17339 whole entry, looked up): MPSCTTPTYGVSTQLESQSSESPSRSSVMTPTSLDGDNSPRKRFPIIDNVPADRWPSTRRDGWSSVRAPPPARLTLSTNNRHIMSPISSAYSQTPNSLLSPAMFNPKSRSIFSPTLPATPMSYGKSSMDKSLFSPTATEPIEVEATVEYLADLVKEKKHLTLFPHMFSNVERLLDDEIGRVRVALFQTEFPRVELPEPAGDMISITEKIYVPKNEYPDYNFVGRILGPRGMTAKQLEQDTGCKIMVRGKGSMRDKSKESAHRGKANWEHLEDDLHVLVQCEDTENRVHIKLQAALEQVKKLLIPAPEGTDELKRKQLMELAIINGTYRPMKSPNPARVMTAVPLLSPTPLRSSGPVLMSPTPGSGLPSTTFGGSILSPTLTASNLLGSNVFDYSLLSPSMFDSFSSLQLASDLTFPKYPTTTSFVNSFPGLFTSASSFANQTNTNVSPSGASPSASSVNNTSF
ZTA DNA inh: counter-screen for EBNA-1 inhibitors: inhibitors of Epstein-Barr virus ZTA; ZTA-DNA binding, fluorescence polarization; actives 0.15% (n = 320,000); P03206; inhibition, % at 11 µM; AID 2234; in the data active = inhibition above about 33%
Target sequence (P03206 whole entry, looked up): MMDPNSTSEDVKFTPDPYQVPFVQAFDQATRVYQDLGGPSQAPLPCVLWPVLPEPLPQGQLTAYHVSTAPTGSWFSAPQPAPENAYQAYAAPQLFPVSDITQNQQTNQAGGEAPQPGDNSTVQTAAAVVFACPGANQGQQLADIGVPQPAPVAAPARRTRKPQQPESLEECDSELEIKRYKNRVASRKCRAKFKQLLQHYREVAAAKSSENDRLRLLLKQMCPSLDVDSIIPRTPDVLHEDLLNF
MEX-5 binding: C. elegans MEX-5 TCR-2 RNA binding activity | Q9XUB2 | MEX-5/FITC-TCR2 RNA binding, fluorescence polarization; hits give low values | activity score (negative = inhibition of binding), % at 10 µM | actives 0.38% (n = 300,000) | AID 1832;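 active = inhibition past about -25% in most replicates, and total fluorescence under double the plate's negative control median, limit read from the data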;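 note: 0% = DMSO and -100% = 5 µM competing unlabeled TCR2 RNA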
Fam108B inh: blocks mouse Fam108B hydrolase in RBBP9 counter-screen | recombinant Fam108B, FP-Rh probe fluorescence polarization | actives 0.33% (n = 300,000) | AID 1947 | inhibition, % at 9.51 µM;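 active = inhibition above the screen mean inhibition plus 3 SD, computed separately per campaign, cut at about 18% in these data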;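 note: inhibitors lower polarization as less probe binds the enzyme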
Efflux pump inh: inhibitors of Candida antifungal efflux pumps expressed in yeast; S. cerevisiae Candida pump triplex, Nile Red efflux; inhibition, % at 10 µM; actives 0.44% (n = 330,000);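 active = plate passing quality check with inhibition over a set limit, or well fluorescence over plate mean plus 4 SD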;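 note: Nile Red retained in pooled yeast measured as flow cytometry median fluorescence; 0% = buffer negative control and 100% = Enniatin B positive control; higher means more Nile Red kept so more efflux inhibition; some compounds called inactive have numbers as strong as hits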
CR mimetic SO: lowers age-related superoxide in aged yeast cells; S. cerevisiae aged cells, superoxide DHE fluorescence; hits give low values; superoxide response (% of plate mean), % at 10 µM; actives 0.18% (n = 330,000);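 active = superoxide response under a set limit, about three screen SD below normal, cut at about 65% in these data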;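 note: yeast aged for seven days with compound at 30 °C before DHE staining; 100% = average MFI of all compound-treated wells on the plate with controls excluded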
MCL1-BIM inh: inhibitors of human MCL1 binding to BIM-BH3 peptide; Q07820; GST-MCL1 / FITC-Bim-BH3 fluorescence polarization; inhibition, % at 10.9 µM; actives 0.68% (n = 320,000); AID 2057;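 active = inhibition above the mean inhibition of all tested compounds plus 3 SD, set per campaign, cut at about 40% in these data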;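 note: 0% = DMSO wells and 100% = unlabeled Bim-BH3 peptide control; higher means more loss of mP so more displacement of Bim peptide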
EBNA-1 inh: blocks EBNA-1 binding to DNA. EBNA-1 DNA binding, fluorescence polarization. inhibition, % at 14.8 µM. actives 0.34% (n = 300,000); in the data active = inhibition above about 28%
Bcl-xL primary: Bcl-xL (human) inhibition. actives 0.7% (n = 320,000). GST-Bcl-xL / FITC-Bim BH3 peptide fluorescence polarization. Q07817. inhibition, % at 10.9 µM. AID 2129;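 active = inhibition above the mean of all tested compounds plus 3 SD, cutoff set per campaign, cut at about 30% in these data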;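 note: 0% = DMSO wells and 100% = unlabeled Bim-BH3 peptide competitor; inhibitors lower millipolarization by displacing the labeled peptide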
Target sequence (Q07817 whole entry, looked up): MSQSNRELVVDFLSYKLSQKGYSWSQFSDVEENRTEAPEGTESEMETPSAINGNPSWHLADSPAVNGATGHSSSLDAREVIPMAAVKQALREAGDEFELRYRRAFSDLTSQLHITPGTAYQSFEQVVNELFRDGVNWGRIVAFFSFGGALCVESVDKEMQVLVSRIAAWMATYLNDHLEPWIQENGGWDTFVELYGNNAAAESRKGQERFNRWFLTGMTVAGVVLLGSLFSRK
An asterisk follows results filed as active.

For COCCOc1cc(COC)nc(-c2cccc(C)c2)n1 the results were GLD-1 TGE inh 5.3, ZTA DNA inh -6.3, MEX-5 binding -0.5, Fam108B inh 0.8, Efflux pump inh -0.1, CR mimetic SO 87.0, MCL1-BIM inh -1.4, EBNA-1 inh 4.8 and Bcl-xL primary 2.8.
For O=c1c2c(nc3cc(-c4ccc(Cl)cc4)[nH]n13)CCS2 the results were GLD-1 TGE inh -3.6, ZTA DNA inh 22.2, MEX-5 binding -4.1, Fam108B inh 4.2, Efflux pump inh 0.1, CR mimetic SO 101.1, MCL1-BIM inh 3.4, EBNA-1 inh 11.1 and Bcl-xL primary 5.2.
`Cc1cccc(CC(=O)NCC(=O)NCc2cc(=O)n(C)c(=O)n2C)c1` gave GLD-1 TGE inh 4.1, ZTA DNA inh 10.6, MEX-5 binding -1.0, Fam108B inh 3.4, Efflux pump inh -0.5, CR mimetic SO 87.2, MCL1-BIM inh -3.6, EBNA-1 inh 2.3 and Bcl-xL primary 6.7.
`C=CCc1c(O)c(CC)cc2c(C)cc(=O)oc12` gave GLD-1 TGE inh -1.7, ZTA DNA inh 0.7, MEX-5 binding -3.5, Fam108B inh -5.6, Efflux pump inh 0.0, CR mimetic SO 101.0, MCL1-BIM inh 1.6, EBNA-1 inh -1.2 and Bcl-xL primary -0.8.
For CCCc1nc2ccccc2c(C(=O)OCC(=O)Nc2cccc(S(=O)(=O)N3CCOCC3)c2)c1CC the results were GLD-1 TGE inh 10.4, ZTA DNA inh -19.2, MEX-5 binding 2.5, Fam108B inh -34.5, Efflux pump inh 0.4, CR mimetic SO 93.8, MCL1-BIM inh 8.6, EBNA-1 inh -6.5 and Bcl-xL primary 5.6.
For Cc1cccc(-c2nnc(SCC(=O)N3CCCC3)o2)c1 the results were GLD-1 TGE inh 3.7, ZTA DNA inh -0.3, MEX-5 binding 0.7, Fam108B inh 0.6, Efflux pump inh 0.0, CR mimetic SO 94.2, MCL1-BIM inh -7.3, EBNA-1 inh 4.6 and Bcl-xL primary 3.2.
Screening C=CCN1C=C2C(=O)C(C)(OC(=O)c3ccco3)C(=O)C(C=C)=C2C=C1C1CC1 (stereo not given) returned GLD-1 TGE inh 20.2, ZTA DNA inh -4.3, MEX-5 binding 1.4, Fam108B inh 7.2, Efflux pump inh 0.0, CR mimetic SO 95.0, MCL1-BIM inh 31.9, EBNA-1 inh 0.3 and Bcl-xL primary 32.5*.
For COc1ccc(-c2csc(Nc3ccc(C)cn3)n2)cc1 the results were GLD-1 TGE inh 1.7, ZTA DNA inh -3.8, MEX-5 binding 3.2, Fam108B inh 3.8, Efflux pump inh 0.1, CR mimetic SO 97.5, MCL1-BIM inh -0.2, EBNA-1 inh -3.9 and Bcl-xL primary 1.8.
`COc1cccc(NC(=O)[C@@H]2CCCN2C(=O)[C@@H]2Cc3ccccc3CN2C(=O)OC(C)(C)C)c1` gave GLD-1 TGE inh 6.0, ZTA DNA inh -6.3, MEX-5 binding 0.1, Fam108B inh -7.7, Efflux pump inh 0.1, CR mimetic SO 99.6, MCL1-BIM inh -3.6, EBNA-1 inh 1.8 and Bcl-xL primary 1.3.
For CC(OC(=O)CCN=C1NS(=O)(=O)c2ccccc21)C(=O)NCc1ccccc1 (stereo not given) the results were GLD-1 TGE inh 4.0, ZTA DNA inh -4.2, MEX-5 binding 2.3, Fam108B inh 2.1, Efflux pump inh -0.1, CR mimetic SO 95.4, MCL1-BIM inh -8.0, EBNA-1 inh 8.4 and Bcl-xL primary -3.2.
CC[C@H](C)C(N)c1cn(C(CCCN=C(N)N)C(=O)N2CCNCC2)nn1 (stereo not given in full) was read as GLD-1 TGE inh 2.5, ZTA DNA inh 1.4, Fam108B inh 1.5, Efflux pump inh 0.1, CR mimetic SO 102.5, MCL1-BIM inh 7.3, EBNA-1 inh 1.1 and Bcl-xL primary 4.0.
For CC(=O)c1cccc(NC=C2C(=O)OC3(CCCCC3)OC2=O)c1 the results were GLD-1 TGE inh 2.4, ZTA DNA inh -15.6, MEX-5 binding -2.0, Fam108B inh 3.0, Efflux pump inh 0.1, CR mimetic SO 103.7, MCL1-BIM inh 1.9, EBNA-1 inh -3.3 and Bcl-xL primary 1.4.
CC(=O)N1CCN2C(=O)C1CCCC(=O)c1cc(C)ccc12 (stereo not given) was read as GLD-1 TGE inh 1.2, ZTA DNA inh -2.1, MEX-5 binding -0.7, Fam108B inh -3.1, Efflux pump inh 0.0, CR mimetic SO 118.4, MCL1-BIM inh 1.4, EBNA-1 inh 12.5 and Bcl-xL primary -2.2.
`Cc1cccc(C(=O)NC(CC(=O)O)c2ccc(OC3CCCC3)cc2)c1[N+](=O)[O-]` (stereo not given) gave GLD-1 TGE inh -0.2, ZTA DNA inh -5.1, MEX-5 binding 0.3, Fam108B inh 2.2, Efflux pump inh 0.0, CR mimetic SO 106.7, MCL1-BIM inh 5.7, EBNA-1 inh 10.9 and Bcl-xL primary 4.0.
O=C(CCc1ccccc1)N/N=C/c1cc(Br)ccc1O was read as GLD-1 TGE inh 1.4, ZTA DNA inh -20.2, MEX-5 binding 5.1, Fam108B inh 3.4, Efflux pump inh -0.1, CR mimetic SO 110.6, MCL1-BIM inh -0.1, EBNA-1 inh 7.2 and Bcl-xL primary -4.0.
`C/C(=N\NC(=O)CC1N=C(Cc2ccccc2)NNC1=O)c1ccc(Br)cc1` (stereo not given) gave GLD-1 TGE inh 3.3, ZTA DNA inh 6.4, MEX-5 binding 1.2, Fam108B inh 3.0, Efflux pump inh 0.0, CR mimetic SO 99.7, MCL1-BIM inh 0.2, EBNA-1 inh 4.1 and Bcl-xL primary 0.6.
For CS(=O)(=O)N(CCc1ccccc1)CC(=O)NCc1ccccc1 the results were GLD-1 TGE inh 5.3, ZTA DNA inh 12.1, MEX-5 binding 2.7, Fam108B inh -3.0, Efflux pump inh 0.0, CR mimetic SO 113.0, MCL1-BIM inh -0.7, EBNA-1 inh -7.8 and Bcl-xL primary 0.0.
COC(=O)C1=C(N)Oc2cc(C)n(Cc3cccnc3)c(=O)c2C1c1ccc(OC)c(OC)c1 (stereo not given) was read as GLD-1 TGE inh 1.0, ZTA DNA inh -2.0, MEX-5 binding -0.5, Fam108B inh 1.8, Efflux pump inh -0.1, CR mimetic SO 79.3, MCL1-BIM inh 1.4, EBNA-1 inh 9.1 and Bcl-xL primary 6.3.
For Cc1sc2ncn3cnnc3c2c1C the results were GLD-1 TGE inh 4.9, ZTA DNA inh -21.0, MEX-5 binding 0.6, Fam108B inh 3.1, Efflux pump inh -0.3, CR mimetic SO 91.1, MCL1-BIM inh -0.5, EBNA-1 inh -0.7 and Bcl-xL primary 6.0.
`CC(=O)c1ccc2c(c1)OCCOCCOCCOCCOCCO2` gave GLD-1 TGE inh -3.0, ZTA DNA inh -4.2, MEX-5 binding -0.6, Fam108B inh -1.0, Efflux pump inh -0.2, CR mimetic SO 96.0, MCL1-BIM inh -3.0, EBNA-1 inh 9.8 and Bcl-xL primary 1.2.
For N#Cc1ccc(-c2csc(-c3ccno3)n2)cc1 the results were GLD-1 TGE inh -1.1, ZTA DNA inh -4.2, MEX-5 binding 0.2, Fam108B inh -1.5, Efflux pump inh 0.1, CR mimetic SO 115.1, MCL1-BIM inh 1.4, EBNA-1 inh -1.8 and Bcl-xL primary -0.6.
For OCCN1CCN(c2nc(NCc3ccco3)c3ccccc3n2)CC1 the results were GLD-1 TGE inh 0.0, ZTA DNA inh -6.5, MEX-5 binding 4.0, Fam108B inh 3.2, Efflux pump inh 0.1, CR mimetic SO 95.5, MCL1-BIM inh -3.9, EBNA-1 inh -6.0 and Bcl-xL primary 0.1.
`CCc1sc(C(=O)Nc2ccccc2N2CCOCC2)cc1C` gave GLD-1 TGE inh 2.5, ZTA DNA inh -3.9, MEX-5 binding 1.4, Fam108B inh -0.9, Efflux pump inh 0.0, CR mimetic SO 107.7, MCL1-BIM inh 2.1, EBNA-1 inh -6.0 and Bcl-xL primary 4.8.
CCCN1CCN(CCCNC(=O)C(CC)n2nc(C)c3sc4ccccc4c3c2=O)CC1 (stereo not given) was read as GLD-1 TGE inh 3.1, ZTA DNA inh 13.5, MEX-5 binding -0.7, Fam108B inh 0.5, Efflux pump inh 0.1, CR mimetic SO 97.6, MCL1-BIM inh 1.4, EBNA-1 inh 9.5 and Bcl-xL primary -1.1.
Screening COc1ccccc1C(=O)Nc1ccnn1C1CCN(Cc2cc(C)c(C)cc2C)CC1 returned GLD-1 TGE inh -4.1, ZTA DNA inh -6.3, MEX-5 binding -0.1, Fam108B inh -4.7, Efflux pump inh 0.0, CR mimetic SO 92.6, MCL1-BIM inh 5.2, EBNA-1 inh -4.0 and Bcl-xL primary 8.2.
`Cc1ccc(C(=O)N/C(=C\c2cccs2)C(=O)NC2CCCCC2)cc1` gave GLD-1 TGE inh 2.3, ZTA DNA inh -3.5, MEX-5 binding 1.1, Fam108B inh -2.2, Efflux pump inh -0.2, CR mimetic SO 93.7, MCL1-BIM inh 2.4, EBNA-1 inh -2.9 and Bcl-xL primary 3.1.
`Cc1ccc(-n2nc3c(=O)n(CC(=O)NCc4ccccn4)nc(C)c3c2C)cc1` gave GLD-1 TGE inh 0.2, ZTA DNA inh -16.2, Fam108B inh -0.9, Efflux pump inh 0.1, CR mimetic SO 86.5, MCL1-BIM inh 3.3, EBNA-1 inh -2.3 and Bcl-xL primary 5.9.
For CSCCC(NS(=O)(=O)c1cccc(C(F)(F)F)c1)C(=O)N(C)Cc1ccc2c(c1)OCCO2 (stereo not given) the results were GLD-1 TGE inh 7.6, ZTA DNA inh -1.5, MEX-5 binding 0.5, Fam108B inh -0.9, Efflux pump inh -2.4, CR mimetic SO 91.2, MCL1-BIM inh 8.6, EBNA-1 inh -1.0 and Bcl-xL primary 3.7.
For CS(=O)(=O)Nc1ccc(S(=O)(=O)N2CCCC2)cc1 the results were GLD-1 TGE inh 5.4, ZTA DNA inh -1.6, MEX-5 binding -0.9, Fam108B inh -0.2, Efflux pump inh 0.1, CR mimetic SO 110.2, MCL1-BIM inh 2.3, EBNA-1 inh -5.8 and Bcl-xL primary 5.5.
Screening O=C(c1nn2c(C(F)(F)F)cc(-c3cccs3)nc2c1Br)N1CCCc2ccccc21 returned GLD-1 TGE inh -3.2, ZTA DNA inh 12.1, MEX-5 binding -0.5, Fam108B inh -11.3, Efflux pump inh 0.0, CR mimetic SO 98.0, MCL1-BIM inh 2.7, EBNA-1 inh -0.1 and Bcl-xL primary 9.6.
For O=C(COC(=O)c1ncc(Cl)c(Cl)c1Cl)Nc1ccccc1OC(F)F the results were GLD-1 TGE inh 4.6, ZTA DNA inh 3.1, MEX-5 binding -3.7, Fam108B inh 0.3, Efflux pump inh 0.0, CR mimetic SO 100.1, MCL1-BIM inh -9.9, EBNA-1 inh 8.7 and Bcl-xL primary 2.6.
Screening O=C(c1cn(CC(=O)N2CCCCC2)c2ccccc12)C1CC1 returned GLD-1 TGE inh -4.5, ZTA DNA inh 7.8, MEX-5 binding 0.2, Fam108B inh -3.1, Efflux pump inh 0.1, CR mimetic SO 111.7, MCL1-BIM inh 1.8, EBNA-1 inh -6.9 and Bcl-xL primary 0.1.
